From PubChem BioAssay
HIV RNase H inh – inhibitors of HIV-1 reverse transcriptase RNase H | P04585 | RT-RNase H RNA/DNA duplex cleavage, fluorescence | inhibition, % at 10 µM | actives 1.9% (n = 65,000) | AID 565; in the data active means inhibition above about 50%
RmlCD inh mix – inhibitors of RmlC and RmlD coupled enzymes. actives 0.39% (n = 110,000). RmlC/RmlD coupled enzyme inhibition, 384-well mixture HTS. inhibition, % at 5.5 µM; in the data active means inhibition above about 30%, passing the limit was not always enough; further: strong numbers were not always called active
The depositor's hits bear a star; · = no result given.

Below each SMILES: RmlCD inh mix	HIV RNase H inh
> O=c1[nH]c(=O)n(CCC2=CCCCC2)c(O)c1C=Nc1cccc(F)c1
  3	·
> CCn1c2ccccc2c2nn(C)c(=N)nc21
  -2	0
> CCN(CC)C(=O)CSC1=Nc2ccccc2C2=NC(Cc3c[nH]c4ccccc34)C(=O)N12 (centres undefined)
  -4	-10
> CCCCN1C(=O)C(O)=C(C(C)=O)C1c1ccccc1 (centres undefined)
  8	·
> CN1C(=O)CSc2ccc(NC(=O)N3CCOCC3)cc21
  -4	3
> O=C1C(Cl)=C(N2CCCCC2)C(=O)C(Cl)=C1c1cnc(N2CCCCC2)s1
  11	·
> CC(=O)c1cc2c(cc1NC(=O)CN1CCCCC1C)OCO2 (centres undefined)
  19	0
> Cc1c(NC(=O)c2ccc3ncccc3c2)c(=O)n(-c2ccccc2)n1C
  -15	·
> Cc1ccc(Nc2ccc([N+](=O)[O-])nc2[N+](=O)[O-])cc1
  -9	·
> CCOC(=O)C1CCN(C(=O)c2cccc(Cl)c2)CC1
  11	-3
> CCC(C)C1NC(=S)N(Cc2ccccc2)C1=O (centres undefined)
  -1	·
> Cc1ccc(NC2=NCCC2)cc1Cl
  -3	·
> Cc1cccc(OCCCC(=O)N2CCCc3ccccc32)c1C
  -7	·
> COc1cccc(NC(=O)CCN2CCC(C(N)=O)CC2)c1
  3	-13
> CCOC(=O)C1(C(=O)OCC)CC1c1ccccc1 (centres undefined)
  9	·
> O=C(O)Cc1ccc(NC(=O)C2CC=CCC2C(=O)O)cc1 (centres undefined)
  -6	-2
> CCc1nc2c3cnn(-c4cc(Cl)ccc4C)c3ncn2n1
  -14	6
> COc1cc(/C=c2\s/c(=C(/C#N)C(=O)N3CCCC3)n(-c3ccccc3)c2=O)ccc1O
  3	13
> CCOc1ccc(NC(=O)c2cc3c(C)nc4ccccc4c3o2)cc1
  -9	·
> Cc1ccccc1C(=O)NNC(=O)c1ccc(F)cc1
  7	·
> Cc1ccc(OCCCn2ccnc2)cc1C
  6	·
> CCOC(=O)c1c(C)n(C)c2ccc(OCC(O)Cn3c(C)nc4ccccc43)cc12 (centres undefined)
  21	-38
> CCN(CC)S(=O)(=O)c1cc(C(=O)O)c(Cl)cc1Cl
  -1	·
> Fc1ccc(-c2cc(C(F)(F)F)nc(-n3cncn3)n2)cc1
  -20	1
> CC(Oc1ccc(Cl)cc1Cl)c1nc(-c2ccc(NC(=O)c3ccco3)cc2)no1 (centres undefined)
  -8	·
> Cc1ccc(C)c(C(=O)C(C)OC(=O)c2cccn2C)c1 (centres undefined)
  11	-62
> COc1cc(OC)cc(-c2cc(N)n(S(=O)(=O)Cc3ccccc3)n2)c1
  -11	·
> CCCn1c(C(O)c2ccc3c(c2)OCO3)nc2ccccc21 (centres undefined)
  5	-27
> CN1C(=O)C(=C2CCCCCC2)SC1=S
  -7	35
> COc1ccc(F)c(C2C(C#N)=C(N)Oc3n[nH]c(C(C)(C)C)c32)c1 (centres undefined)
  17	-14

The final 4 records of the part before open the next one.
Below each SMILES: RmlCD inh mix	HIV RNase H inh
> COc1cc(OC)cc(-c2cc(N)n(S(=O)(=O)Cc3ccccc3)n2)c1
  -11	·
> CCCn1c(C(O)c2ccc3c(c2)OCO3)nc2ccccc21 (centres undefined)
  5	-27
> CN1C(=O)C(=C2CCCCCC2)SC1=S
  -7	35
> COc1ccc(F)c(C2C(C#N)=C(N)Oc3n[nH]c(C(C)(C)C)c32)c1 (centres undefined)
  17	-14
> O=C(COC(=O)CCC(=O)Nc1nccs1)NCc1ccco1
  -9	-11
> O=C(OCC(=O)N1CCCCCC1)c1cccs1
  6	2
> CN(CC(=O)N1CCc2ccccc21)S(=O)(=O)c1cccc2cccnc12
  -11	-15
> c1ccc2c(NC3=NCCS3)cccc2c1
  9	-17
> O=C(CSC1=NC(=O)C(c2ccccc2)C(=O)N1)Nc1ccccc1Cl (centres undefined)
  -15	·
> CCn1c(CS(=O)Cc2ccc(Cl)cc2Cl)nnc1SCc1c(Cl)cccc1Cl (centres undefined)
  -28	·
> CCOC(=O)C1CCCN(C(=O)c2cn(C)c3ccc(S(=O)(=O)N(C)C)cc3c2=O)C1 (centres undefined)
  7	-4
> COc1ccc(N/C=C2/CCCCC2=O)cc1
  -6	17
> C#CCOCCOCCOCCNc1nc(N2CCOCC2)nc(N2CCN(C(=O)Cn3cc(CCCN=C(N)N)nn3)CC2)n1
  8	·
> O=C(COC(=O)CCc1c[nH]c(=O)[nH]1)Nc1ccccc1
  16	-37
> CCC(CC)C(=O)NCCc1cc2ccc(OC)cc2[nH]c1=O
  ·	-8
> O=C(Nc1ccc(S(=O)(=O)N2CCc3ccccc32)cc1)c1ccco1
  -2	2
> C=CCn1nc(-c2ccccc2)cc1C(=O)OCC
  6	·
> O=C(O)CCCCCNS(=O)(=O)c1cccc2nsnc12
  -8	·
> COCc1nc2ccccc2n1Cc1cccc(C)c1
  0	·
> Cc1ccc(C(c2nnnn2C2CCCCC2)N(C)C2CCCCC2)cc1 (centres undefined)
  -4	·
> CC(C)(C)NC(=O)Cn1nnc(-c2ccc(Cl)cc2)n1
  -13	-4
> O=C(CS(=O)(=O)Cc1ccccc1)NCC1CCCO1 (centres undefined)
  2	-2
> O=C(CSc1nnc(-c2cccnc2)n1-c1ccccc1)Nc1ccc2c(c1)OCO2
  9	-9
> Cc1ccc(C2=CC(c3ccccc3)n3ncnc3N2)c(C)c1 (centres undefined)
  9	·
> COc1ccc(NC(=O)CCCNS(=O)(=O)c2cccs2)cc1
  -2	-9
> CC(c1ccccc1)n1cncc1C(=O)N1CCCC1=O (centres undefined)
  -12	-9
> FC(F)(F)c1cccc(N2CCN(Cc3ccoc3)CC2)c1
  -6	-4
> COc1ccc(-c2ccc(SCC(=O)N3c4ccccc4CC3C)nn2)cc1OC (centres undefined)
  -108	·
> O=[N+]([O-])c1cccc(C2=NCCC(c3ccccc3)O2)c1 (centres undefined)
  -8	·
> CCC(C)(C)n1nnnc1C(c1ccc(C)cc1)N1CCN(C(=O)c2ccco2)CC1 (centres undefined)
  12	·
> CSc1nc(N2CCOCC2)c2c(c1C#N)CCCCC2
  4	-17
> CCn1ncc(Br)c1C(=O)N(C)C12CC3CC(CC(C3)C1)C2
  4	1
> COC(=O)/C(=C1/Oc2cc(C)oc(=O)c2S1)C(F)(F)F
  13	4
> CC(=O)C1(c2ccccc2)CCNCC1
  4	-8

Grouped by structure: the compounds so far containing a tert-butyl group (2)
Below each SMILES: RmlCD inh mix	HIV RNase H inh
> COc1ccc(F)c(C2C(C#N)=C(N)Oc3n[nH]c(C(C)(C)C)c32)c1 (centres undefined)
  17	-14
> CC(C)(C)NC(=O)Cn1nnc(-c2ccc(Cl)cc2)n1
  -13	-4

Carrying on.
Below each SMILES: RmlCD inh mix	HIV RNase H inh
> Cc1cc(C)c2c(-n3cccc3)c(NC(=O)OC(C)C)sc2n1
  -17	·
> CC(C)(C)n1nc2c(c1NC(=O)c1ccc(Br)cc1)CS(=O)C2 (centres undefined)
  -9	-4
> CCOC(=O)c1ccc(N2C(=O)C3CC=CCC3C2=O)cc1 (centres undefined)
  ·	-7
> COC(=O)c1sccc1NC(=O)c1cc(-c2cc(C)ccc2C)nc2ccccc12
  -19	·
> CN(C)CC#CCC(O)(c1ccccc1)C1CCCC1 (centres undefined)
  -10	·
> Cn1c(CCN2CCCCCC2)nc2cc(NC(=O)Nc3ccccc3)ccc21
  4	9
> Cn1c(-c2sc(=S)n(-c3ccccc3)c2N)nc2ccccc21
  -3	·
> COc1ccc(-n2ncc3c(NCCCn4ccnc4)ncnc32)cc1
  -24	9
> CON/C=C(\C=Nc1ccc(Cl)cc1)c1ncc(C(F)(F)F)cc1Cl
  20	·
> CC(C)COC(=O)c1ccc(NC(=O)C2C3CCC(C3)C2C(=O)O)cc1 (centres undefined)
  -9	1
> COc1ccc(C(=O)c2sc(Nc3ccccc3)c(C(=O)Nc3ccc(OC)c(OC)c3)c2N)cc1
  -9	·
> CN(CC#CCN1CCCC1)C(=O)c1cccc(Cl)c1
  -11	·
> CC1(C)CC(=O)C2=C(C1)NCN(CCCN1CCOCC1)C2
  6	-7
> O=C(NCc1ccccc1)c1onc(CSc2ccccn2)c1C(=O)NCc1ccccc1
  -10	·
> O=C(NCCO)c1scc2c1OCCO2
  0	-1
> Cc1nn(C)cc1/C=N/NC(=O)C(C)(C)Oc1ccc(Cl)cc1
  0	·
> COC(=O)CCCC1=CC2=C(c3ccccc3)C(=O)C(C)(OC(=O)C3CCCC3)C(=O)C2=CN1c1ccccc1 (centres undefined)
  -6	·
> CCOc1ccccc1C1C(C#N)=C(N)SC(N)=C1C#N
  ·	-5
> COc1ccc(/C=C/C(=O)N(C(C)C)C(C)C)cc1Br
  9	·
> COc1ccc(C(=O)N2c3ccccc3CC2C)cc1OC (centres undefined)
  -241	-9
> Cc1sc(NC(=O)CSc2ncn(-c3ccccc3)n2)nc1-c1ccccc1
  -13	·
> c1ccc(CSc2ncnc3c2oc2ccccc23)cc1
  -13	·
> O=C(O)c1cnc2ccccc2n1
  8	82*
> CC(C)(C)c1ccc(CN(Cc2ccco2)Cc2nnnn2C2CCCC2)cc1
  -3	·
> CCn1c(CC(=O)Nc2ccc(C)cc2)nnc1SCC(=O)NCCc1ccccc1
  -7	·
> CC(C)C(=O)N1CCN(CCN=Cc2c(O)n(C)c(=O)n(C)c2=O)CC1
  -13	-3
> Cc1c(C(=O)Nc2ccc(Cl)cc2)c2ccccn2c1C(=O)c1ccc(F)cc1
  1	·
> COc1cc(/C=N/NC(=O)Cn2nc([N+](=O)[O-])cc2C)cc(Br)c1OCc1ccccc1
  3	·
> NC(=O)C(c1ccc(Cl)cc1)c1ccc(Sc2ccc(Cl)cc2)nn1 (centres undefined)
  9	·
> Cc1ccc(S(=O)(=O)Oc2ccccc2/C=N/NC(N)=S)cc1
  -2	·

(cont.)
Below each SMILES: RmlCD inh mix	HIV RNase H inh
> Cn1c(=O)n(C)c2cc([N+](=O)[O-])c(N3CCN(S(=O)(=O)c4ccc(C(C)(C)C)cc4)CC3)cc21
  5	·
> Cc1c(N2C(=O)CS/C2=N\N=C\c2ccc(Br)cc2)c(=O)n(-c2ccccc2)n1C
  -7	·
> CCOc1ccc(NC(=O)CSc2nc(C)c3c(c2C#N)CCCC3)cc1
  18	·
> COc1cccc2c(=O)n(CC(=O)N3CCCc4ccccc43)ccc12
  -8	-14
> C[C@H]([C@@H](N)C(=O)N[C@@H](C(=O)O)[C@@H]1O[C@H](n2ccc(=O)[nH]c2=O)[C@@H](O)[C@H]1O)[C@@H](O)c1ccc(O)cn1
  -7	-7
> CCC(CC)NC(=O)c1cc(OC)c(OC)c(OC)c1
  10	-4
> CCOc1cc(/C=N/NC(=O)COc2ccccc2C)ccc1OC(=O)c1cccs1
  -9	·
> COc1ccc(CCN2CNc3c(c(=O)n(C)c(=O)n3C)C2)cc1
  -5	1
> O=C1CCc2cc(S(=O)(=O)N3CCCC3C(=O)N3CCN(c4ccccc4)CC3)ccc2N1 (centres undefined)
  ·	-4
> CC(=O)Nc1nnc(-c2ccc(Cl)s2)o1
  -9	·
> COC(=O)c1ccccc1OCC(=O)N1CCN(c2ccc(F)cc2)CC1
  -2	·
> O=C(CSc1cccc(C(F)(F)F)c1)Nc1ccc(Cl)cc1Cl
  -4	·
> O=C(C1=C[C@H](c2ccc(Br)cc2)C[C@H](OCCCCO)O1)N1CCOCC1
  3	·
> O=C(O)CCCCCNC(=O)CCn1cnc2ccccc2c1=O
  -6	1
> CCOc1ccccc1NC(=O)CSc1nnc(-c2ccco2)o1
  5	-15
> O=C(Nc1cccc2ccccc12)N1CCN(Cc2ccc3c(c2)OCO3)CC1
  5	·
> COc1cc(C(=O)OCC(=O)Nc2cc(C)on2)ccc1OCc1ccccc1Cl
  17	52*
> O=C(Nc1cc(=O)c2ccccc2o1)N1CCCCC1
  -3	-4
> O=C(c1ccco1)c1nnn(Cc2ccccc2)c1-c1ccccc1
  5	-23
> CC1CN(C(=O)N(C)C)CCN1C(=O)N(C)C (centres undefined)
  -11	2
> CCOC(=O)c1cnc(SC)nc1Nc1cccc(F)c1
  -8	7
> CC1Cc2ccccc2N1C(=O)CSc1nnc(CNc2ccccc2)o1 (centres undefined)
  6	-24
> COc1ccc(NC(=O)CSc2nnc(Cc3cccn3C)n2-c2ccc(C)cc2)cc1OC
  8	-6
> CC(=O)N1CCN(CCN(CC2C(C)C=C(C)CC2C)C(C)=O)CC1 (centres undefined)
  -4	-5
> CCCc1nc(SCC(=O)Nc2nnc(SCC)s2)c2c(=O)n(C)c(=O)n(C)c2n1
  7	·
> C=CCn1c(SCC#N)nc2c(c1=O)C(C)(C)Cc1ccccc1-2
  ·	-21
> CC1CN(C(=O)c2ccc(COCC(F)(F)F)o2)CC(C)O1 (centres undefined)
  -14	-6
> CCCN(CCC)CCCNC(=O)c1cc2c(=O)n(C)c3ccccc3c2n1C
  -7	-9
> O=C(Cc1ccc(Br)cc1)Nc1ccccc1Sc1ccccc1
  -18	·
> CC1(C)Cc2c(c(-c3ccco3)[nH]c(=O)c2C#N)CO1
  2	9
> O=C(NCC1CCCO1)c1ccc2c(=O)n(CC3CCCO3)c(=S)[nH]c2c1 (centres undefined)
  -9	·
> Cc1ccc(C2CC(=O)C(C=NCCN3CCN(C(=O)Cc4ccccc4)CC3)=C(O)C2)cc1 (centres undefined)
  -33	-3
> OCC1OC(n2nnc3ccccc32)C(O)C(O)C1O (centres undefined)
  4	-11

A portion of the library, so the mix of outcomes need not match the whole.
